KOR beta-arrestin-1 = KOR antagonists, beta-arrestin recruitment, cell-based, luminescence, uHTS (AID 1778); KOR beta-arrestin recruitment, luminescence, antagonist mode; higher % means a stronger effect; inhibition, % at 10 µM; hits with a dose series show IC50 in µM; 290,000 compounds, 0.091% hits; in the data active = inhibition above about 50%; also: strong numbers were not always called active
GPR55 LPI antagonism = GPR55 antagonists blocking LPI-driven arrestin recruitment, primary screen, imaging, U2OS, beta-arrestin-GFP, LPI agonist (AID 2013). U2OS GPR55 beta-arrestin-GFP translocation imaging, LPI antagonism; higher % means a stronger effect. 290,000 compounds, 0.13% hits. one-dose inhibition, % at 10 µM; IC50 in µM for titrated hits;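 active = spots per cell inhibited over 60%, with over 100 cells counted and total cytoplasm intensity under 500,000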;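 also: U2OS cells stably carrying GPR55 and arrestin-GFP stimulated by 5 µM LPI near EC80; imaged beta-arrestin-GFP aggregate spots per cell after agonist stimulation; plate controls were LPI-stimulated DMSO wells for no effect and DMSO wells without LPI for full effect; some results filed as inactive read as strong as hits; confirmed hits need IC50 under 10 µM and bright autofluorescent wells are also inconclusive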
KOR beta-arrestin-2 = KOR agonists, beta-arrestin recruitment, primary screen, cell-based, luminescence, uHTS (AID 1777). 280,000 compounds, 0.02% hits. KOR beta-arrestin recruitment, luminescence; higher % means a stronger effect. activation, % at 10 µM; hits with a dose series show EC50 in µM; in the data active = activation above about 50%, passing the limit was not always enough; also: a part of the inactive calls stands beside numbers as strong as those of hits
NOD1 NF-kB reporter = NOD1 signaling inhibitors, primary screen, cell-based, luminescence, uHTS (AID 1578) | NOD1-driven NF-kB luciferase reporter cells, luminescence; higher % means a stronger effect | 290,000 compounds, 1% hits | inhibition, % at 4 µM, or EC50 in µM where a hit was titrated; in the data active = inhibition mostly above about 36%, no sharp cut-off; inactive = mostly below about 34%;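 also: HEK-293T reporter cells stimulated with the NOD1 agonist gamma-tri-DAP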
MgcRacGAP inhibition = MgcRacGAP GTPase-activating activity inhibitors, confirmation, biochemical, ADP Hunter fluorescence; MgcRacGAP-stimulated Rac1 GTP hydrolysis, ADP Hunter fluorescence; higher % means a stronger effect; GST-tagged Rac1 F28L mutant substrate; inhibition, % at 30 µM; hits with a dose series show IC50 in µM; 340,000 compounds, 0.6% hits;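 active = first-screen hits whose inhibition reached a set limit at any dose in the follow-up dose series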;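 also: fluorescence reports GDP produced by GAP-driven GTP hydrolysis; strong numbers were not always called active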
UTI89 phage lysis = protection from phage-mediated lysis, alamar blue read-out – E. coli UTI89, K1F phage, bacterial capsule biogenesis inhibitors (AID 488966); E. coli UTI89 K1F phage lysis, alamar blue, 2 h; higher % means a stronger effect; 340,000 compounds, 0.02% hits; one-dose inhibition, % at 100 µM; IC50 in µM for titrated hits;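 active = phage lysis inhibition, versus mean bacterial control, above a set limit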;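 also: capsule biogenesis inhibitors block K1F phage lysis so surviving cells raise fluorescence; higher fluorescence means more inhibition of phage lysis; actives were called in the ten point dose series up to 300 µM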
GPR55 beta-arrestin = selective activators of receptor GPR55 – imaging, U2OS cells, beta-arrestin-GFP redistribution, primary screen (AID 1961); activation, % at 10 µM, or EC50 in µM where a hit was titrated; U2OS GPR55 beta-arrestin-GFP redistribution imaging; higher % means a stronger effect; 290,000 compounds, 0.048% hits;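 active = activation above 40% with more than 50 cells counted in the well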;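 also: U2OS osteosarcoma cells stably expressing GPR55 and beta-arrestin-GFP; plate controls were DMSO negative control for no effect and LPI positive control for full effect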
GPR35 arrestin U2OS = inhibition of zaprinast-stimulated GPR35 beta-arrestin translocation – imaging, U2OS, beta-arrestin-GFP, zaprinast agonist, primary screen (AID 2058) | U2OS GPR35 beta-arrestin-GFP translocation imaging, zaprinast antagonism; higher % means a stronger effect | one-dose inhibition, % at 10 µM; IC50 in µM for titrated hits | 290,000 compounds, 0.052% hits;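 active = inhibition of at least 50% with at least 30 cells and total cytoplasm GFP at most 10,000,000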
NTR1 ag = agonists of NTR1, primary screen, imaging, U2OS cells, beta-arrestin-GFP, high content (AID 493036); P30989; NTR1-U2OS beta-arrestin-GFP spot imaging, agonist mode; activation, % at 20 µM; 330,000 compounds, 0.17% hits;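 active = activation at or above 40% of the spot to cytoplasm intensity ratio, with at least 20 cells analyzed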;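 also: 0% = DMSO without peptide and 100% = 100 nM NTR1 peptide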
Target sequence (P30989 whole entry, looked up): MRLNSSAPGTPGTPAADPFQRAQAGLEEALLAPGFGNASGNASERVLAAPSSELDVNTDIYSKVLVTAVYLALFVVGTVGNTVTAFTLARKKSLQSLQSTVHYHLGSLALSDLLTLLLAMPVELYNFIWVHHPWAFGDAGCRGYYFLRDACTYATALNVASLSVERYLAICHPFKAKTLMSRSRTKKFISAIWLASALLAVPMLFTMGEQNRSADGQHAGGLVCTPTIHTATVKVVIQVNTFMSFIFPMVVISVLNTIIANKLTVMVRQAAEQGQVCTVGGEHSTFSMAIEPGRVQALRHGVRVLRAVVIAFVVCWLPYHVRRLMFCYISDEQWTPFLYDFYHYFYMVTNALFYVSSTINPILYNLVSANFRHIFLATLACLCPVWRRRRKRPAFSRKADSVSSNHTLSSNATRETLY
NTR1 ag cell count 20 µM = further read-out of NTR1 ag, marked with its call; cell count; measured here: cell count, cytotoxicity flag
Starred values were filed as active, the others as inactive; . = not tested or not shown; [ ] = remark or other dose. Some of the compounds tested; rates above refer to the full screens.

SMILES | KOR beta-arrestin-1 | GPR55 LPI antagonism | KOR beta-arrestin-2 | NOD1 NF-kB reporter | MgcRacGAP inhibition | UTI89 phage lysis | GPR55 beta-arrestin | GPR35 arrestin U2OS | NTR1 ag | NTR1 ag cell count 20 µM
CC(C)C1CCC(C(=O)N[C@H](Cc2ccccc2)C(=O)O)CC1 (stereo not given in full) | -8% | -14% | 5.1% | -17% | . | . | -0.5% | -9% | 0.1 | 63
S=c1[nH]nc(CNc2ccc(Cl)cc2)n1Cc1ccccc1 | -16%[20 µM] | 6% | . | -10% | -1% | -0.5% | -0.1% | -2% | 0.5 | 38
COc1ccc(S(=O)(=O)N2CCC(C(=O)NCCCn3ccnc3)CC2)cc1C | -17% | 13% | 3.7% | -21% | 7% | -1.4% | -0.2% | 8% | -3.3 | 64
COc1ccccc1/C=C/C1(C(=O)NC2CCCC2)CC(=O)N1c1ccccc1 (stereo not given) | -27% | 1% | 1.4% | -7% | -4% | -0.1% | -1.9% | 1% | 8.3 | 60
COc1ccc(Nc2ncnc3sccc23)cc1 | -32% | 1% | -0.6% | -33% | -1% | -0.3% | 0.1% | 12% | 0.6 | 50
O=C(CCN1C(=O)/C(=C\c2ccccc2)SC1=S)NCCCN1CCOCC1 | -16% | -22% | -2.9% | 1% | 14% | 0.4% | -0.1% | 4% | -1.5 | 52
O=C(CP(=O)(c1ccccc1)c1ccccc1)Nc1nc2ccc(Cl)cc2s1 | -2% | 9% | 3.5% | -8% | 6% | -1.2% | -0.3% | 4% | -0.9 | 48
CCCc1cc(C(=O)N2CCCC(Nc3ccc(C)c(C)c3)C2)n(C)n1 (stereo not given) | -12% | 13% | 1.6% | -12% | 13% | 0.0%[50 µM] | -0.1% | -10% | 1.6 | 60
COC(=O)c1nc(NC(C)=O)n[nH]1 | -9% | 18% | 2.4% | 5% | . | . | 1.1% | 6% | 0.0 | 90
O=C(Nc1ccc2c(c1)OCO2)C(c1ccccc1)N1CCN(C(=O)c2ccco2)CC1 (stereo not given) | -34% | 4% | -2.6% | -7% | 7% | -0.7% | -0.1% | 10% | -0.1 | 67

The final 3 compounds of the section above open the next one.
SMILES | KOR beta-arrestin-1 | GPR55 LPI antagonism | KOR beta-arrestin-2 | NOD1 NF-kB reporter | MgcRacGAP inhibition | UTI89 phage lysis | GPR55 beta-arrestin | GPR35 arrestin U2OS | NTR1 ag | NTR1 ag cell count 20 µM
CCCc1cc(C(=O)N2CCCC(Nc3ccc(C)c(C)c3)C2)n(C)n1 (stereo not given) | -12% | 13% | 1.6% | -12% | 13% | 0.0%[50 µM] | -0.1% | -10% | 1.6 | 60
COC(=O)c1nc(NC(C)=O)n[nH]1 | -9% | 18% | 2.4% | 5% | . | . | 1.1% | 6% | 0.0 | 90
O=C(Nc1ccc2c(c1)OCO2)C(c1ccccc1)N1CCN(C(=O)c2ccco2)CC1 (stereo not given) | -34% | 4% | -2.6% | -7% | 7% | -0.7% | -0.1% | 10% | -0.1 | 67
COc1ccc([C@@H]2[C@@H](C(=O)C(C)(C)C)N3N=Cc4ccccc4[C@@H]3C23C(=O)OC(C)(C)OC3=O)cc1OC | 12% | 18% | -1.5% | 5% | 12% | 1.0% | 0.1% | -5% | 0.0 | 50
CCCc1nc2c(C)cc(C)cc2c(N)c1CC | -10% | 6% | -1.7% | -16% | 25% | -1.3% | 0.5% | 2% | 2.0 | 92
Cn1cc(S(=O)(=O)N2CCCC2)cc1C(=O)NCc1ccccc1 | -17%[20 µM] | 6% | 2.9% | 3% | 6% | 2.4% | -0.1% | 5% | 4.2 | 73
COc1cc(/C=C(/C#N)C(=O)NCCCc2ccccc2)ccc1OCC(=O)O | -13%[20 µM] | -2% | 0.7% | -46% | -9% | -1.7% | -0.3% | -12% | -0.1 | 67
CN(C)c1nc(N)nc(Cn2ccnc2)n1 | 5% | 1% | -2.1% | -16% | 8% | 0.3% | 0.0% | 2% | -2.5 | 67
CCOc1ccc(C(=O)C[n+]2ccccc2C)cc1 | 30% | -4% | -1.7% | -15% | 4% | 1.3%[50 µM] | -0.1% | 3% | -1.6 | 64
COc1ccc(C2CC(=O)c3c(C)nc(N4CCN(Cc5ccccc5)CC4)nc3C2)cc1OC (stereo not given) | -2% | -9% | -1.2% | 12% | 6% | 0.3% | -0.3% | 6% | 6.1 | 90
CCc1nnc(NC(=O)c2oc3cc(C)c(C)cc3c2C)s1 | -26% | 4% | 0.7% | -69% | -4% | 1.7% | 0.0% | 1% | 0.4 | 46
Cc1ccc(Sc2c(CO)c(-c3ccccc3)nn2C)cc1 | -131% | -26% | 6.1% | 18% | 3% | -1.9% | 0.1% | -3% | 1.6 | 44
CSCCC(Nc1ccc(S(=O)(=O)N2CCOCC2)cc1[N+](=O)[O-])C(=O)OCC(=O)NCC(C)C (stereo not given) | 5% | 5% | 3.2% | -22% | -15% | 0.4%[50 µM] | 0.4% | -6% | -0.6 | 51
CCNC(=O)C(=O)Nc1cc2c3c(c1)CCN3C(=O)CC2 | -34% | -40% | 3.3% | -12% | -8% | -0.1% | -0.2% | 2% | -0.2 | 52
Cc1ccc(SCCC(=O)N2CCC(C)CC2)cc1 | -18% | -8% | 8.2% | -21% | 5% | 0.6% | 0.4% | -3% | -1.1 | 95
Cc1ccc(N2C(=O)CS/C2=N\C(=S)Nc2ccccc2)cc1 | -57% | -15% | 25% | 19% | . | . | -0.3% | 5% | 0.5 | 55
O=S(=O)(NCc1csc(-c2cccs2)n1)c1cccs1 | 2% | -4% | 2.2% | -12% | 5% | -1.8% | 0.0% | -7% | 0.3 | 42
CN(C)S(=O)(=O)c1cccc(NC(=O)COC(=O)CNC(=O)c2ccccc2F)c1 | -8% | -5% | 3.4% | -8% | 10% | 0.1% | 1.1% | 5% | -0.5 | 51
CCOc1ccccc1C(=O)N(CN1CCCC1=O)c1cccc(Cl)c1 | 30% | 4% | -4.3% | -4% | 0% | 0.5% | -0.1% | -10% | -1.4 | 45
CC(=O)Nc1cc2cc(NS(=O)(=O)c3ccc(C)cc3)ccc2oc1=O | 28% | 21% | -2.3% | -3% | . | . | -0.1% | 8% | 2.6 | 39
O=C(Cc1ccc(Cl)cc1)NNS(=O)(=O)c1ccc([N+](=O)[O-])cc1 | 4% | 6% | -0.2% | 10% | -1% | -1.2% | -0.2% | 5% | 0.9 | 49
Cc1ccc(S(=O)(=O)N/N=C/c2ccc3nccnc3c2)cc1 | 13% | 2% | 2.5% | 10% | 15% | -0.1% | 0.0% | -2% | -1.1 | 52
O=[N+]([O-])c1ccccc1S(=O)(=O)N1CCN(c2ccc(F)cc2)CC1 | -1% | 1% | -6.1% | -20% | 7% | 0.2% | -0.1% | 1% | 1.2 | 59
C=CCn1c(NS(=O)(=O)c2ccccc2)c(S(=O)(=O)c2ccc(C)cc2)c2nc3ccccc3nc21 | 3% | 9% | 3.6% | -46% | 0% | -0.1% | -0.5% | -1% | . | .
Cc1nn(Cc2ccc(C(=O)NN)o2)c(C)c1Cl | 9% | -9% | . | 3% | 1% | -2.1% | -0.2% | 25% | 2.4 | 45
CC(=O)N1C(c2ccccc2)CC(=O)OC1c1ccc2c(c1)OCO2 (stereo not given) | 20% | 1% | -1.5% | -16% | -6% | -0.2% | -0.4% | -6% | 0.8 | 66
COc1ccccc1N1CCN(CCCNC(=O)Nc2ccccc2C)CC1 | 16% | 28% | -0.3% | -14% | 1% | -0.7%[50 µM] | -0.1% | 14% | 0.4 | 48
CCSc1nc(-c2ccc(OC)cc2)n(-c2nc3ccccc3s2)n1 | 13% | -5% | -0.6% | -18% | 8% | 0.3% | -0.1% | -2% | 3.9 | 75
C/C=C1\C(OC2OC(CO)C(O)C(O)C2O)OC=C(C(=O)OC)C1CC(=O)OCC1C(C)C(OC(=O)CC2C(C(=O)OC)=COC(OC3OC(CO)C(O)C(O)C3O)/C2=C\C)CC1C(CO)CO (stereo not given) | -48% | -5% | 4.5% | -15% | 18% | 9.2% | 0.1% | 4% | -0.2 | 91
CN1CCN(c2ccc(NC(=O)c3ccc(Cl)cc3Cl)cc2)CC1 | -23%[20 µM] | -8% | -7.4% | -47% | 9% | 0.3% | -0.1% | 8% | 0.5 | 66
CC(C)c1ccc(OCC(=O)N2CCc3ccccc3C2)cc1 | -25%[20 µM] | 11% | -2.9% | -23% | 1% | 0.2% | 0.5% | 18% | 2.3 | 56
CCN(CC)c1ccc(/C=N/NC(=O)c2ccccn2)cc1 | -8% | 7% | -2.1% | -5% | 17% | -0.2% | -0.1% | 10% | 1.1 | 58
Cc1nc2ccc(NC(=O)c3cc(S(=O)(=O)N4CCOCC4)ccc3C)cc2s1 | -14% | 8% | -4.3% | 1% | 18% | 0.8% | 0.2% | 15% | 3.2 | 44
O=C(NCCC1=CCCCC1)c1cccc2c1C(=O)N(C1CCCCC1)C2 | -30% | 5% | 2.6% | -38% | 8% | 0.4% | -0.5% | -4% | 4.9 | 82
COc1cc(Cl)c(C)cc1NC(=O)CSc1nnc(-c2ccccn2)n1Cc1ccco1 | 20% | 15% | 12µM* | 8% | 5% | 0.0% | 0.3% | 6% | 5.6 | 72
Cc1ccc(NC(=O)CN(C)Cc2cc(=O)n3ccsc3n2)cc1 | -9% | 11% | -1.7% | -4% | 8% | 0.0% | 0.0% | 8% | -0.3 | 60
Cc1ccc2c(c1)Oc1ccc([N+](=O)[O-])cc1C(=O)N2 | -40% | 6% | 4.4% | -17% | 13% | 0.1% | -0.1% | -20% | -0.7 | 97
O=C(c1ccc(NC(=O)C(c2ccccc2)c2ccccc2)cc1)c1ccc(C(=O)O)c(C(=O)O)c1 | -18%[20 µM] | 7% | . | 56% | 11% | 0.5% | -0.1% | 6% | -0.3 | 63
N#CC1=C(N)Oc2cc(O)ccc2C1c1cccs1 (stereo not given) | 18% | -9% | -4.4% | -10% | 15% | -0.2% | -0.2% | 8% | 0.4 | 62
CCCN1CCCc2ccccc21 | -12% | 10% | -7.1% | -4% | 9% | 0.1% | -0.1% | 4% | 0.1 | 42
